Compound activity as filed in PubChem.
CHRM4 agonist = CHRM4 agonism in calcium assay; P08173; CHO-K1 hM4/Gqi5, Fluo-8 calcium fluorescence; vehicle 0%, full acetylcholine response 100%; activation, % at 3 µM; 360,000 compounds, 0.14% hits; AID 624127;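 active = activation above the run mean over all test wells plus 3 SD, cut at about 32% in these data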;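 also: peak over basal fluorescence ratio per well then scaled between controls; 0% = DMSO wells and 100% = acetylcholine at EC100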
Target sequence (P08173 whole entry, looked up): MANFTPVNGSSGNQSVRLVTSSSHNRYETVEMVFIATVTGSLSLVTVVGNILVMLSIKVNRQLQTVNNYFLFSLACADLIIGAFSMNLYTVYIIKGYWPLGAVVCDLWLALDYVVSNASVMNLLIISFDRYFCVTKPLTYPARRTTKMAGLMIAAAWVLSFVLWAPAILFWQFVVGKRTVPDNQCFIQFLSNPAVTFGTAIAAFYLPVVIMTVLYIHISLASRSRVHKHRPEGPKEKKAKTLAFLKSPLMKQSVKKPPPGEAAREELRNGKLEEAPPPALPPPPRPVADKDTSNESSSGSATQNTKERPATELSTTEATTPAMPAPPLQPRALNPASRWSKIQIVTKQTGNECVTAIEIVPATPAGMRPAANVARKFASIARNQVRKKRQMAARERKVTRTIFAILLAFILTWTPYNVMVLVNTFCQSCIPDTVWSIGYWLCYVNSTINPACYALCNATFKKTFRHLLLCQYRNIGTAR
CRFBP-R2 agonist = CRF-BP/CRF-R2 complex agonism. AID 588473. 350,000 compounds, 0.46% hits. HEK293 CRF-R2/CRF-BP, calcium dye fluorescence (FLIPR); percent of saturating CRF peptide response. activation, % at 13.2 µM;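 active = activation of at least 50%, plus an integration ratio under a set limit after plate pattern correction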;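 also: plate controls were neutral control wells without compound for no effect and CRF at EC100 for full effect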
CHRM4 PAM = potentiates acetylcholine response at human M4 receptor; CHO-K1 hM4/Gqi5, Fluo-8 calcium fluorescence, ACh EC20; 0% = ACh EC20, 100% = maximal ACh; AID 624126; 360,000 compounds, 0.4% hits; activation, % at 3 µM; P08173;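 active = activation above its plate's cutoff, the mean activation of sample wells plus 3 SD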; also: some results filed as inactive read as strong as hits
IDE cell inh = inhibits human insulin-degrading enzyme in HEK cells; P14735; FAbetaB cleavage, fluorescence polarization; inhibition, % at 5.59 µM; 320,000 compounds, 0.41% hits; AID 434962;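 active = percent inhibition above the average of all tested compounds plus 3 SD, set per screening campaign, cut at about 16% in these data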;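 also: IDE supplied by intact live HEK cells; FP after avidin binding of uncleaved biotin substrate so inhibition keeps polarization high; 0% = DMSO wells and 100% = 60 µM reference IDE inhibitor Ii1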
M5 PAM = CHRM5 positive allosteric modulation; P08912; 360,000 compounds, 0.3% hits; CHO-K1 hM5, Fluo-8 calcium, ACh EC20 PAM; 0% = ACh EC20, 100% = ACh EC100; activation, % at 3 µM;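 active = activation above the run cutoff, the mean activation of all test compounds plus 3 SD, cut at about 18% in these data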
Target sequence (P08912 whole entry, looked up): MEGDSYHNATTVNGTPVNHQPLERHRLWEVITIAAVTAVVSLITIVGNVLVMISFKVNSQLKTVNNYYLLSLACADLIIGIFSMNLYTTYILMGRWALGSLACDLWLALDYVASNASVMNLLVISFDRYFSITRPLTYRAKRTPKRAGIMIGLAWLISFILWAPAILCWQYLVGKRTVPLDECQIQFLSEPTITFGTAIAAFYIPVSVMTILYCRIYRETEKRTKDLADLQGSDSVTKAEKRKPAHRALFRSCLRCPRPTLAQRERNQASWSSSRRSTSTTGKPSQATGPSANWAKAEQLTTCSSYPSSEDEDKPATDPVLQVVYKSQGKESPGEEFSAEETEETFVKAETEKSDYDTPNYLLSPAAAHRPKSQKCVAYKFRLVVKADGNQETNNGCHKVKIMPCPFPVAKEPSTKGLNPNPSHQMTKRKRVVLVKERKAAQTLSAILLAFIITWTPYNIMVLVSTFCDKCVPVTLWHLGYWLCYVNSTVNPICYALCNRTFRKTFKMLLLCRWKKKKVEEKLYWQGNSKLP
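Measured by: Fluo-8 calcium fluorescence; material: human M5 receptor in CHO-K1 cells; schedule: Post-acetylcholine fluorescence recording 140 s; benchmarks: low control EC20 acetylcholine (0%), high control EC100 acetylcholine (100%); read-out: Max/basal fluorescence ratio as % of EC20–EC100 ACh window; compound: single dose, 3 µM nominal final test concentration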
CHRM5 agonist = CHRM5 agonism in calcium assay; P08912; CHO-K1 hM5 cells, Fluo-8 calcium fluorescence; 0% DMSO wells, 100% maximal acetylcholine response; activation, % at 3 µM; 360,000 compounds, 0.19% hits; AID 624037;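 active = activation above the run's mean over test compounds plus 3 SD, cut at about 23% in these data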;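 also: signal is peak over basal fluorescence ratio across the kinetic read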
M5 antag = CHRM5 antagonism in calcium assay | CHO-hM5 cells, Fluo-8 calcium fluorescence, ACh EC80 | inhibition, % at 3 µM | AID 624040 | 360,000 compounds, 0.59% hits;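 active = inhibition above a per-plate cutoff, the mean of that plate's test compounds plus 3 SD, cut at about 27% in these data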;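 also: 0% = acetylcholine EC80 with DMSO and 100% = DMSO without agonist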
M4 antag = antagonists of human muscarinic M4 receptor (CHRM4) | P08173 | CHO-hM4 cells, ACh EC80, Fluo-8 calcium fluorescence | inhibition, % at 3 µM | 360,000 compounds, 0.73% hits;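 active = inhibition above its plate's cutoff, the mean inhibition of sample wells plus 3 SD, cut at about 27% in these data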;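 also: 0% = acetylcholine EC80 with DMSO and 100% = DMSO without agonist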
CRFR2-BP antag = blocks CRF-induced signaling of the CRF-BP/CRF-R2 complex | AID 588475 | 350,000 compounds, 0.59% hits | HEK293 CRF-R2/CRF-BP, CRF-induced calcium fluorescence | inhibition, % at 11.8 µM;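 active = inhibition of the ligand-induced calcium signal above about 50% at the single tested concentration, limit read from the data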
* marks the source's active call; other numbers are inactive results; . = no result given.

CHRM4 agonist | CRFBP-R2 agonist | CHRM4 PAM | IDE cell inh | M5 PAM | CHRM5 agonist | M5 antag | M4 antag | CRFR2-BP antag | SMILES
2 | -0.5 | 0 | -2 | 2 | -8 | 0 | 11 | -7 | COc1ccc(NC(=O)CSc2nnc(CNC(=O)COc3ccc(Cl)cc3)o2)c(OC)c1
1 | -2.2 | 12 | 5 | -1 | -1 | -1 | -9 | 0 | Cc1ccc(-c2nn3c(C)nnc3s2)cc1NC(=O)c1cccnc1
2 | . | -3 | . | 1 | 3 | -4 | -10 | . | O=c1[nH]c(=S)[nH]c2c1[C@H](CCc1cccc(Cl)c1)O[C@H](C1CC1)C2
14 | -5.5 | -5 | 5 | -2 | 2 | 4 | -5 | 12 | COc1ccc(CN2CC(=O)N(c3ccc(C)cc3C)C2=S)cc1OC
2 | 2.2 | 12 | 1 | 28* | 7 | 11 | -12 | 6 | Cc1ccccc1OCCNCC(C)O (stereo unspecified)
3 | 1.5 | 2 | -4 | 3 | -9 | -6 | -2 | -8 | CN1CCN(NC(=O)/C=C/c2ccc(C(C)(C)C)cc2)CC1
1 | . | 5 | . | -1 | -1 | -2 | -13 | . | CCNC(=O)C1(C)CCN(C(=O)c2ccc(OC)cc2OC)C1 (stereo unspecified)
1 | -1.0 | 8 | 3 | 2 | 0 | -3 | 2 | 6 | COC(=O)CCC(=O)c1oc2ccccc2c1N
1 | -0.4 | 6 | -4 | -2 | 5 | 6 | 5 | -2 | CC(=O)NS(=O)(=O)c1ccc(NS(=O)(=O)c2ccccc2[N+](=O)[O-])cc1
3 | -0.1 | 3 | -5 | -1 | 0 | -4 | -4 | 10 | COC(=O)c1cccc(NC(=O)COC(=O)CSc2nc(C)cc(C)n2)c1
3 | 1.3 | 4 | -8 | -3 | -1 | 9 | -5 | -8 | Cc1cc(Cl)c(S(=O)(=O)N2CCCC2)cc1OCC(N)=O
1 | 0.8 | 0 | -4 | 1 | -1 | -6 | -4 | -1 | Cn1c(Cc2ccccc2)n[nH]c1=S
-1 | -0.7 | 2 | -1 | 4 | -5 | -6 | 7 | -7 | Cc1ccsc1CN1CCN(c2ccccn2)CC1
2 | -0.7 | -19 | 6 | -4 | 4 | -8 | 2 | -4 | CCOC(=O)c1ccc(NC(=O)Cn2ccc([N+](=O)[O-])n2)cc1
2 | -1.9 | 19 | 3 | 3 | -2 | -2 | -5 | 4 | COCC(C)n1c(=O)sc2ccccc2c1=O (stereo unspecified)
1 | 0.7 | 8 | 3 | -2 | -4 | 6 | -4 | 9 | C/C=C(\C)C(=O)N1CCC(C(=O)c2ccccc2)CC1
1 | -1.8 | 2 | -4 | -4 | 0 | 4 | 2 | 24 | CC(OC(=O)CCc1nc2ccccc2c(=O)[nH]1)C(=O)NC1CCCC1 (stereo unspecified)
-1 | 2.1 | 10 | -3 | 15 | -5 | -11 | -3 | -101 | Cc1ccc(C(=O)c2c(NC(=O)CSc3nnc(N)s3)sc3c2CCCC3)cc1
1 | -0.5 | 4 | -4 | 5 | 0 | -3 | -6 | 0 | Cc1ccc(S(=O)(=O)N[C@@H](C)C(=O)OCC(=O)N2c3ccccc3NC(=O)C2(C)C)cc1
1 | -1.4 | 17 | 6 | 0 | 4 | 0 | -9 | -8 | CN(C)S(=O)(=O)c1cccc(C(=O)OCC(=O)NC2CCCc3ccccc32)c1 (stereo unspecified)
2 | 2.7 | -8 | 1 | 0 | -6 | 6 | 5 | -48 | CC1=C(CCN2CCN(C3CCCC3)C(CCO)C2)C(C)(C)CCC1 (stereo unspecified)
2 | 1.4 | 0 | 0 | 10 | 0 | -2 | 4 | 81* | Cc1cc(SCC(=O)c2ccc(Cl)cc2)nc(=O)[nH]1
12 | 9.9 | -9 | 2 | -11 | -9 | 5 | 20 | -19 | CN(C)C1=NC[C@H](Cc2ccccc2)N1CCCC1CCCC1
2 | -4.3 | 5 | 0 | 5 | -1 | 1 | -3 | 5 | Cn1cccc1/C=N/NC(=O)c1ccccn1
2 | -9.7 | -2 | 0 | -6 | -3 | 17 | -1 | 4 | O=C(COc1ccc(Br)cc1)NCCNC(=O)c1ccncc1
1 | -1.9 | -3 | 3 | -5 | 7 | 6 | 11 | -7 | C#CCNC(=O)C1=C[C@@H](C)[C@H](CCCO)[C@@H](OCC)O1
0 | 0.1 | 0 | 2 | -12 | 0 | 6 | 13 | 7 | CCCn1c(=O)c2ccccc2n2c(SCCOc3ccc(C)cc3)nnc12
0 | 2.7 | 7 | -1 | 0 | 3 | -1 | -6 | -32 | C=CCOc1ccccc1C1NC(=O)NC(C)=C1C(=O)NCc1ccccc1 (stereo unspecified)
0 | 0.0 | -7 | 2 | 3 | 3 | 9 | 2 | -6 | CCS(=O)(=O)N1CCC(NC(=O)C(Cc2cc(OC)ccc2OC)NC(C)=O)CC1 (stereo unspecified)
3 | 1.6 | 6 | -1 | 3 | -2 | -2 | 4 | 0 | CC1(C)Cc2c(sc(NC(=O)COc3ccc(Cl)cc3)c2C(N)=O)C(C)(C)N1
7 | -0.3 | -5 | -4 | -6 | 2 | 4 | 1 | 1 | CCN(CC)C(=O)c1ccc(-c2nnc(Nc3ccc(C(=O)N(C)C)cc3)c3ccccc23)cc1
11 | 5.4 | -4 | 5 | -22 | 3 | 33* | 6 | -1 | Cc1cc(Cl)ccc1OCC(=O)Nc1ccncc1
11 | -0.3 | 3 | 2 | -2 | 2 | -3 | -6 | 4 | COc1cc(-c2nnc(SCC(=O)c3ccc(C)cc3)o2)cc(OC)c1OC
1 | -0.1 | 6 | 0 | 10 | 1 | -4 | -6 | 8 | CN(C)/C(=N\O)c1c(Cl)cccc1Cl
1 | 0.4 | 11 | . | 9 | -4 | 2 | -13 | -10 | COc1ccccc1NC(=O)c1ccc2c(c1)C(=O)N(Cc1ccco1)C2=O
0 | -0.5 | 7 | . | 0 | 3 | 7 | -8 | -11 | O=C1NC2(c3ccccc3)NC(=O)NC2(c2ccccc2)N1 (stereo unspecified)
1 | -0.4 | -3 | -1 | 2 | -1 | 7 | 9 | -4 | COc1ccc(/C=N/Nc2ccccn2)cc1OC
5 | 0.0 | -5 | 0 | -3 | -4 | -2 | -6 | -13 | COc1cccc(CNC(=O)CN(c2cc(C)cc(C)c2)S(=O)(=O)c2c(C)noc2C)c1
1 | 0.1 | 1 | 4 | 2 | 1 | 7 | 1 | 3 | COC(=O)c1ccc(C2OCC(C)(C)CO2)cc1
2 | 0.4 | 14 | -3 | -5 | -4 | 1 | 6 | 3 | Cc1cc(Cl)ccc1C(=O)C1CCCN(C(=O)CCn2cncn2)C1 (stereo unspecified)
6 | 1.0 | -3 | -1 | -4 | 1 | 8 | 2 | -27 | Cc1cccc(C(=O)N2N=C(c3ccc(NS(C)(=O)=O)cc3)CC2c2cccs2)c1 (stereo unspecified)
1 | -1.1 | 3 | -1 | -5 | -1 | 5 | 10 | 21 | O=C1C(Cl)=C(NCC2CCCO2)C(=O)N1Cc1ccccc1 (stereo unspecified)
2 | 2.1 | -2 | 2 | 5 | -14 | -1 | -7 | -51 | O=C(Nc1ccccc1Cl)C1CCN(Cc2cnn(-c3ccccc3)c2-n2cccc2)CC1
4 | -1.7 | 0 | -1 | 8 | -6 | 5 | 6 | -6 | COc1ccc(NC(=O)CN(c2ccc(C)cc2)S(=O)(=O)c2c(C)nn(C)c2C)cc1
16 | 1.4 | -9 | -3 | -4 | -7 | 16 | 9 | -22 | CN1CCCN(Cc2nc(-c3cccc(C(F)(F)F)c3)no2)CC1
3 | 0.3 | 6 | 4 | -7 | -5 | 7 | 0 | -7 | Cc1ccc2c(=O)cc(C(=O)NCCc3ccc(S(N)(=O)=O)cc3)oc2c1C
1 | -1.1 | 6 | 4 | -9 | 2 | 24 | -6 | 10 | O=C(c1cccs1)N1CCN(c2cccc(Cl)c2)CC1
2 | 0.5 | 10 | 4 | 5 | 0 | -11 | -13 | -3 | NNC(=O)c1cnn(Cc2ccccc2)c1N
4 | -0.9 | 7 | -2 | 0 | -1 | 4 | 2 | 18 | CC1CN(C(=O)CSc2nc(-c3ccc(F)cc3)cs2)CC(C)O1 (stereo unspecified)
0 | -1.3 | -6 | -2 | 13 | -3 | 2 | -11 | -3 | COc1cccc(C(=O)Oc2ccc3ccc(=O)oc3c2)c1
3 | . | -6 | . | -5 | 1 | 4 | -4 | . | Cc1cccc(-c2cc(NCCc3cccnc3)n3nccc3n2)c1
0 | -1.1 | 9 | . | 2 | 1 | -1 | -3 | 2 | COC(=O)c1ccc(NC(=O)c2cn(-c3cccc(C)n3)cn2)cc1
6 | -4.8 | -2 | 1 | 9 | -1 | 3 | -5 | 6 | COc1ccc(CNC(=O)C2CCN(C(=O)c3ccc(-c4ccccc4)cc3)CC2)cc1
0 | 0.3 | 1 | -4 | 3 | -7 | 7 | -7 | -1 | Cc1cc2c(ncn2C)c(NS(=O)(=O)c2ccc(F)cc2)c1C
0 | -0.3 | 4 | -1 | -4 | -3 | 7 | -2 | -4 | COc1cc(S(=O)(=O)NC2CCCC2)c(OC)cc1Cl
0 | 1.9 | 2 | 3 | -10 | -2 | 12 | -3 | 11 | CCOc1ccc(C2(C)CC(=O)N(C)C2=O)cc1 (stereo unspecified)
4 | -0.6 | 13 | 4 | 5 | -8 | -9 | -26 | 6 | COc1ccc(CCNC(=O)CCC(=O)N2CCN(S(=O)(=O)c3ccc(Cl)cc3)CC2)cc1OC
8 | -1.0 | -9 | 2 | -2 | 3 | 4 | 4 | -11 | O=C(COC(=O)C1CC(=O)N(Cc2ccco2)C1)c1ccc(OC(=O)c2ccccc2)cc1 (stereo unspecified)
-2 | . | 0 | . | -3 | -1 | -4 | -7 | . | Cc1ccc(Cc2c(-c3ccccc3)nc3c(C)cc(Br)cn23)cc1
0 | -1.8 | 10 | -5 | -2 | -1 | 1 | 2 | 3 | CCCCOc1ccc(Nc2nc(C)cc(C)c2C#N)cc1
0 | -0.6 | -2 | 0 | 1 | 0 | 5 | 8 | -19 | O=C(N/N=C/c1ccc(O)c(O)c1)c1cc(-c2ccccc2)nc2ccccc12
0 | 1.2 | -6 | -7 | -3 | -3 | 3 | -4 | 6 | O=C(CSc1nc(C2CCCCC2)nc2ccccc12)NCc1ccco1
-2 | -2.6 | 5 | -7 | 9 | 3 | -1 | -6 | -2 | O=C(Nc1nnc(C2CC2)s1)c1n[nH]c(=O)c2ccccc12

With a hit mark in M5 PAM (from the list above):
CHRM4 agonist | CRFBP-R2 agonist | CHRM4 PAM | IDE cell inh | M5 PAM | CHRM5 agonist | M5 antag | M4 antag | CRFR2-BP antag | SMILES
2 | 2.2 | 12 | 1 | 28* | 7 | 11 | -12 | 6 | Cc1ccccc1OCCNCC(C)O (stereo unspecified)

Some values from above.
Result for `CN1CCCN(Cc2nc(-c3cccc(C(F)(F)F)c3)no2)CC1` in CHRM4 agonist: 16
Result for `Cc1cccc(-c2cc(NCCc3cccnc3)n3nccc3n2)c1` in M5 antag: 4
